sEH activator: soluble epoxide hydrolase (human) activation | P34913 | purified human sEH enzymatic activity, activator screen | activation, % at 2 µM | hit rate 0.04% among 91,000 | AID 717; in the data active means activation above about 37%; further: values of inactives mirror those of a sister screen read the other way
Mac1 fbg inh: inhibitors of human CD11b/CD18 binding to fibrinogen | P05107+P11215 | K562 CD11b/CD18 adhesion to fibrinogen, ATPlite luminescence; Mn2+ added to activate the integrin | inhibition, % at 10 µM | hit rate 0.54% among 93,000 | AID 1497;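 active means primary inhibition of 50% or more at 10 µM, then 40% or more on retest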; further: some results filed as inactive read as strong as hits
PostGolgi yeast: growth inhibition of a yeast mutant, post-Golgi transport screen. hit rate 0.9% among 98,000. post-Golgi transport phenotypic cell assay. AID 739. inhibition, % at 10 µM;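 further: yeast cells grown in 1536-well plates; yeast grown about 18 h at 30C before absorbance read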
sEH inh: soluble epoxide hydrolase (human) inhibition | P34913 | recombinant human sEH enzymatic activity assay | inhibition, % at 2 µM | hit rate 0.34% among 91,000 | AID 707; in the data active means inhibition above about 80%; further: values of inactives mirror those of a sister screen read the other way; many of its hits are not listed in these tables
PostGolgi ctrl: yeast control strain growth, post-Golgi counter-screen. efflux-deficient yeast background strain, growth absorbance A615, 16 h. inhibition, % at 10 µM. hit rate 5% among 98,000. AID 738
E coli WT exp: E. coli BW25113 growth inhibition, expanded screen; OD600 absorbance; growth inhibition, % at 100 µM; hit rate 0.15% among 98,000;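 active means growth inhibition above about 50% at one test dose, limit read from the data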;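 further: growth measured after 20 h incubation at 37 °C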
PLAP activator: activators of human placental alkaline phosphatase; P05187; purified PLAP enzyme, luminescent substrate read-out; active compounds read high; activation fold at 20 µM; hit rate 1.2% among 96,000; AID 696; in the data active means activation fold above about 2
Target sequence (P05187 whole entry, looked up): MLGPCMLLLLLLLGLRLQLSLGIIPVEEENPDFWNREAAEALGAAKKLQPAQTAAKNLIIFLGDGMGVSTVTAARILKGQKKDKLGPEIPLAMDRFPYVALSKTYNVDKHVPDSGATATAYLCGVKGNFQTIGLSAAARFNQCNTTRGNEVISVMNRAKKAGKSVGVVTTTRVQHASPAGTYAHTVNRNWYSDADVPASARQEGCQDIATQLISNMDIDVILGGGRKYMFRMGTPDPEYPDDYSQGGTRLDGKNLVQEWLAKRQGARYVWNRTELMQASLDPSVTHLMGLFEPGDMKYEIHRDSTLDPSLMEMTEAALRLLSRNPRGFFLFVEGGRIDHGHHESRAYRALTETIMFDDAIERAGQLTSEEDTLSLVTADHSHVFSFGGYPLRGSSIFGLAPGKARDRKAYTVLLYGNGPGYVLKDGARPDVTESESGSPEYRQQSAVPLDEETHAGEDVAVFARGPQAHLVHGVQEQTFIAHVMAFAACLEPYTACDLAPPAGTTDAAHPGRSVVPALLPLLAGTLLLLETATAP
S1P2 antag: blocks the human S1P2 receptor; cell-based S1P2 antagonist assay, inhibition at 5 uM; inhibition, % at 5 µM; AID 736; hit rate 0.21% among 97,000; in the data active means inhibition above about 45%;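 further: CRE beta-lactamase reporter cells expressing human S1P2 stimulated with S1P; 0% = agonist at EC80 alone and 100% = agonist plus reference antagonist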
Target sequence (O95136 whole entry, looked up): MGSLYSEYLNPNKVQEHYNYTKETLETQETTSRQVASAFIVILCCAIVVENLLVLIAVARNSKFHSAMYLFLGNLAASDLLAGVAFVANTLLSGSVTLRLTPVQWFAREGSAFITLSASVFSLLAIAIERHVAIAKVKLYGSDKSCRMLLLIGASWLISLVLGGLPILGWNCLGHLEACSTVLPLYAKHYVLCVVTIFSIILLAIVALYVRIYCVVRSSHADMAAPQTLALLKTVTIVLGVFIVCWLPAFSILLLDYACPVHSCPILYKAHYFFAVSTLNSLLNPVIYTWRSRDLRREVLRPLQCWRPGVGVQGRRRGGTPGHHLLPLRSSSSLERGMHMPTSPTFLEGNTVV
S1P2 ag: activates the human S1P2 receptor | activation, % at 4.5 µM | S1P2-expressing cell line, agonist reporter read-out | hit rate 0.46% among 97,000 | AID 729; in the data active means activation above about 16%;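 further: 0% = vehicle low control and 100% = maximal reference agonist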
* marks the source's active call; other numbers are inactive results. Unless noted, no stated cut-off is given here; in the data, active means inhibition above about 30%; inactive means the rest.

Results for Cc1cc(C)n(CC(O)COc2cccc(OCC(O)Cn3nc(C)cc3C)c2)n1 (stereo not drawn) ?
sEH activator: -2; Mac1 fbg inh: -6; PostGolgi yeast: -1; sEH inh: 2; PostGolgi ctrl: 0; E coli WT exp: 4; PLAP activator: 1.8; S1P2 antag: -12; S1P2 ag: -3

Results for COc1ccc(-c2noc(-c3ccco3)n2)cc1OC ?
sEH activator: 7; Mac1 fbg inh: 4; PostGolgi yeast: -3; sEH inh: -7; PostGolgi ctrl: 21; E coli WT exp: -2; PLAP activator: 0.9; S1P2 antag: -12; S1P2 ag: -4

Results for COc1cc(-c2nc(-c3ccc(Br)o3)no2)cc(OC)c1OC ?
sEH activator: -15; Mac1 fbg inh: -10; PostGolgi yeast: -5; sEH inh: 12; PostGolgi ctrl: 1; E coli WT exp: -4; PLAP activator: 1.3; S1P2 antag: -8; S1P2 ag: -2

What do the screens show for `COc1ccccc1CNc1ccc(C(=O)O)cc1`?
sEH activator: 4; Mac1 fbg inh: -11; PostGolgi yeast: -4; sEH inh: -2; PostGolgi ctrl: 0; E coli WT exp: -5; PLAP activator: 1; S1P2 antag: 7; S1P2 ag: -4

What do the screens show for `O=C(NCc1ccco1)c1cc(-c2ccccn2)nc2ccccc12`?
Mac1 fbg inh: 3; PostGolgi yeast: -7; PostGolgi ctrl: -5; E coli WT exp: -15; PLAP activator: 0.7

How did Cc1ccc2c(N)c(C)ccc2c1 do in these assays?
sEH activator: 12; Mac1 fbg inh: -12; PostGolgi yeast: 8; sEH inh: -13; PostGolgi ctrl: 9; E coli WT exp: 18; PLAP activator: 0.8; S1P2 antag: -9; S1P2 ag: -5

How did O=[N+]([O-])c1cccc(Cl)c1NCCNS(=O)(=O)c1ccccc1 do in these assays?
sEH activator: -19; Mac1 fbg inh: -1; PostGolgi yeast: -1; sEH inh: 19; PostGolgi ctrl: 0; E coli WT exp: 11; PLAP activator: 1.1; S1P2 antag: 5; S1P2 ag: -2

Results for Cc1cc2c(cc1C)/C(=C\C(N)=O)NC(C)(C)C2 ?
Mac1 fbg inh: 4; PostGolgi yeast: -1; PostGolgi ctrl: 25; E coli WT exp: 1; PLAP activator: 1.1

What do the screens show for `CC1=CC(C)(C)N(C)C(=O)N1c1ccc(Cl)cc1`?
sEH activator: 8; PostGolgi yeast: 10; sEH inh: -5; PostGolgi ctrl: 0; E coli WT exp: 7; PLAP activator: 1.1; S1P2 antag: -20; S1P2 ag: -3

Results for CCC12CC3CC(C1)CC(C(=O)Nc1nn[nH]n1)(C3)C2 ?
sEH activator: 8; Mac1 fbg inh: -1; PostGolgi yeast: -7; sEH inh: -4; PostGolgi ctrl: 10; E coli WT exp: 8; PLAP activator: 1.2; S1P2 antag: 6; S1P2 ag: -3

What do the screens show for `CN(C)CCSc1nc(N)c2c3c(sc2n1)CN(C)CC3`?
Mac1 fbg inh: -28; PostGolgi yeast: 6; PostGolgi ctrl: 1; E coli WT exp: -3; PLAP activator: 1.4

Results for COC(=O)c1cc2sc(Cl)cc2n1CC(=O)N1CCCc2ccccc21 ?
sEH activator: -9; PostGolgi yeast: -8; sEH inh: 10; PostGolgi ctrl: 36*; E coli WT exp: -17; PLAP activator: 1.2; S1P2 antag: 7; S1P2 ag: -3

Results for O=C1C=C(NCc2ccccc2)C2(CCCCC2)O1 ?
sEH activator: 10; Mac1 fbg inh: -11; PostGolgi yeast: -1; sEH inh: -12; PostGolgi ctrl: 5; E coli WT exp: 3; PLAP activator: 0.9; S1P2 antag: 13; S1P2 ag: -2

Results for COc1ccc(Cc2nnc(SCC(=O)NC3CCCCC3)n2C)cc1 ?
sEH activator: 1; Mac1 fbg inh: -23; PostGolgi yeast: 2; sEH inh: 0; PostGolgi ctrl: 9; E coli WT exp: -5; PLAP activator: 0.8; S1P2 antag: -18; S1P2 ag: -7

How did CC(=O)Nn1cnc2c(c1=O)C1(CCCCC1)Cc1ccccc1-2 do in these assays?
sEH activator: -9; Mac1 fbg inh: -6; PostGolgi yeast: -5; sEH inh: 9; PostGolgi ctrl: 22; E coli WT exp: 0; PLAP activator: 1.4; S1P2 antag: 10; S1P2 ag: -7

Results for CCOc1ccc(Cn2c(=O)oc3ccc(C)cc32)cc1OC ?
sEH activator: -5; Mac1 fbg inh: -2; PostGolgi yeast: -8; sEH inh: 6; PostGolgi ctrl: 4; E coli WT exp: -5; PLAP activator: 1; S1P2 antag: 9; S1P2 ag: -1

What do the screens show for `O=C(N1CCN(c2ccccc2F)CC1)C12CC3CC(CC(C3)C1)C2`?
sEH activator: -6; Mac1 fbg inh: -25; PostGolgi yeast: 0; sEH inh: 8; PostGolgi ctrl: 14; E coli WT exp: 10; PLAP activator: 1.1; S1P2 antag: -13; S1P2 ag: -5

What do the screens show for `Cc1cc(N(C)C)c(C#N)c(N2CCCCC2)n1`?
Mac1 fbg inh: 4; PostGolgi yeast: 11; PostGolgi ctrl: 24; E coli WT exp: 10; PLAP activator: 0.8; S1P2 antag: 16; S1P2 ag: -8

Results for CCCC(=O)NCCCc1nc2ccccc2n1C ?
Mac1 fbg inh: -47; PostGolgi yeast: -3; PostGolgi ctrl: 3; E coli WT exp: 5; PLAP activator: 1

Results for CCOc1cc(CNCCc2ccc(S(N)(=O)=O)cc2)ccc1OCC(=O)NC(C)(C)C ?
sEH activator: -16; Mac1 fbg inh: 5; PostGolgi yeast: 1; sEH inh: 17; PostGolgi ctrl: 6; E coli WT exp: 3; PLAP activator: 1.1; S1P2 antag: 2; S1P2 ag: -1

How did CC(=C/c1ccco1)/C=N/N1CCN(c2ccccc2)CC1 do in these assays?
sEH activator: -10; PostGolgi yeast: 9; sEH inh: 12; PostGolgi ctrl: 2; E coli WT exp: 4; PLAP activator: 1; S1P2 antag: 0; S1P2 ag: -8

How did Cn1c(NC(=O)C2CCCC2)cc(=O)n(C)c1=O do in these assays?
sEH activator: 1; Mac1 fbg inh: 0; PostGolgi yeast: -3; sEH inh: 1; PostGolgi ctrl: 6; E coli WT exp: 4; PLAP activator: 1; S1P2 antag: 13; S1P2 ag: -6

Results for COc1ccccc1N(C)S(=O)(=O)c1ccc(C(=O)NCC(C)C)cc1 ?
sEH activator: -5; Mac1 fbg inh: 9; PostGolgi yeast: 11; sEH inh: 8; PostGolgi ctrl: 1; E coli WT exp: 2; PLAP activator: 1.6; S1P2 antag: -1; S1P2 ag: -1

How did C=CCn1c(N)c(S(=O)(=O)c2cccs2)c2nc3ccccc3nc21 do in these assays?
sEH activator: 8; Mac1 fbg inh: -4; PostGolgi yeast: 3; sEH inh: -10; PostGolgi ctrl: 9; E coli WT exp: 3; PLAP activator: 0.9; S1P2 antag: -4; S1P2 ag: -3

Results for Cc1cccc(C)c1OCC(O)Cn1c2ccccc2c2ccccc21 (stereo not drawn) ?
sEH activator: -6; Mac1 fbg inh: 22; PostGolgi yeast: -6; sEH inh: 8; PostGolgi ctrl: 50*; E coli WT exp: -18; PLAP activator: 0.9; S1P2 antag: 3; S1P2 ag: -4

Results for CCOC(=O)C1CCN(C(=O)Cc2ccc(OC)c(OC)c2)CC1 ?
sEH activator: 1; PostGolgi yeast: 11; sEH inh: -1; PostGolgi ctrl: -10; E coli WT exp: 0; PLAP activator: 1.1; S1P2 antag: -28; S1P2 ag: -2

What do the screens show for `CCOc1ccccc1NC(=O)CSc1ccccc1`?
sEH activator: -7; Mac1 fbg inh: -8; PostGolgi yeast: -16; sEH inh: 6; PostGolgi ctrl: 18; E coli WT exp: 3; PLAP activator: 0.9; S1P2 antag: -6; S1P2 ag: -5

How did Cc1ccc(S(=O)(=O)N(CC(=O)NCc2ccncc2)C2CCCCC2)cc1 do in these assays?
Mac1 fbg inh: -7; PostGolgi yeast: 11; PostGolgi ctrl: 5; E coli WT exp: -1; PLAP activator: 1.8

How did COc1ccccc1NC(=O)Nc1ccnn1C1CCCCC1 do in these assays?
Mac1 fbg inh: -2; PostGolgi yeast: -11; PostGolgi ctrl: -8; E coli WT exp: -5; PLAP activator: 1

How did CN(C1=NC(=O)C(CC(=O)Nc2ccc(Br)cc2)S1)c1ccc(O)cc1 (stereo not drawn) do in these assays?
sEH activator: -16; Mac1 fbg inh: 1; PostGolgi yeast: -4; sEH inh: 17; PostGolgi ctrl: -8; E coli WT exp: 1; PLAP activator: 1.1; S1P2 antag: -9; S1P2 ag: -8

Results for COC(=O)C(C)Oc1ccc2c(-c3cccc([N+](=O)[O-])c3)cc(=O)oc2c1 (stereo not drawn) ?
sEH activator: 3; PostGolgi yeast: 0; sEH inh: -2; PostGolgi ctrl: -6; E coli WT exp: -6; PLAP activator: 1; S1P2 antag: 3; S1P2 ag: -2

What do the screens show for `CCOC(=O)c1ccc(NS(C)(=O)=O)cc1`?
sEH activator: -3; Mac1 fbg inh: 9; PostGolgi yeast: 2; sEH inh: 4; PostGolgi ctrl: 4; E coli WT exp: 9; PLAP activator: 0.8; S1P2 antag: -14; S1P2 ag: 2

What do the screens show for `COc1ccc(NC(=O)CSc2nnc(Cc3cccn3C)n2-c2ccc(C)cc2)cc1OC`?
Mac1 fbg inh: -1; PostGolgi yeast: -1; PostGolgi ctrl: -6; E coli WT exp: 2; PLAP activator: 1.1; S1P2 antag: 13; S1P2 ag: -9

Results for CS(=O)(=O)N1CCc2cc(-c3csc(NC(=O)C(c4ccccc4)c4ccccc4)n3)ccc21 ?
sEH activator: -3; Mac1 fbg inh: -18; PostGolgi yeast: 1; sEH inh: 4; PostGolgi ctrl: 2; E coli WT exp: -12; PLAP activator: 1.4; S1P2 antag: 29; S1P2 ag: -8

What do the screens show for `CCOC(=O)CNC(=O)CCCCCC(=O)NCC(=O)OCC`?
Mac1 fbg inh: -17; PostGolgi yeast: -1; PostGolgi ctrl: 6; E coli WT exp: 0; PLAP activator: 1

What do the screens show for `CCOC(=O)c1[nH]c(C)c(C(=O)N(C)C)c1C`?
sEH activator: -3; Mac1 fbg inh: -28; PostGolgi yeast: -5; sEH inh: 3; PostGolgi ctrl: 11; E coli WT exp: -4; PLAP activator: 0.9; S1P2 antag: 0; S1P2 ag: -7

What do the screens show for `CC1=C(C(=O)OC(C)C)C(c2ccc(C)o2)NC(=O)N1` (stereo not drawn)?
sEH activator: -6; sEH inh: 9; S1P2 antag: -5; S1P2 ag: -6

What do the screens show for `N#Cc1c(C(F)(F)F)cc(-c2cccs2)nc1SCc1cccnc1`?
sEH activator: 1; PostGolgi yeast: -26; sEH inh: 1; PostGolgi ctrl: 28; E coli WT exp: -9; PLAP activator: 0.9; S1P2 antag: -1; S1P2 ag: -8

How did Cc1cccc2cc(CN(CCc3ccccc3)C(=O)N3CCOCC3)c3nnnn3c12 do in these assays?
sEH activator: 2; Mac1 fbg inh: -2; PostGolgi yeast: -4; sEH inh: 0; PostGolgi ctrl: 0; E coli WT exp: -7; PLAP activator: 0.8; S1P2 antag: 9; S1P2 ag: -10

What do the screens show for `O=C(c1ccccc1Cl)N(C(=O)c1ccccc1Cl)c1nccc(-c2cccs2)n1`?
sEH activator: -4; Mac1 fbg inh: -26; PostGolgi yeast: -14; sEH inh: 6; PostGolgi ctrl: 11; E coli WT exp: -19; PLAP activator: 1; S1P2 antag: -5; S1P2 ag: -4

What do the screens show for `c1ccc(C(Cc2nc(-c3cccnc3)no2)c2ccccc2)cc1`?
sEH activator: 1; Mac1 fbg inh: 12; PostGolgi yeast: -3; sEH inh: -1; PostGolgi ctrl: 22; E coli WT exp: -7; PLAP activator: 1.2; S1P2 antag: 12; S1P2 ag: -5

Arranged by formula weight (lowest first): some entries from above
What do the screens show for `CC1=C(C(=O)OC(C)C)C(c2ccc(C)o2)NC(=O)N1` (stereo not drawn)?
sEH activator: -6; sEH inh: 9; S1P2 antag: -5; S1P2 ag: -6

What do the screens show for `CCOC(=O)CNC(=O)CCCCCC(=O)NCC(=O)OCC`?
Mac1 fbg inh: -17; PostGolgi yeast: -1; PostGolgi ctrl: 6; E coli WT exp: 0; PLAP activator: 1

What do the screens show for `N#Cc1c(C(F)(F)F)cc(-c2cccs2)nc1SCc1cccnc1`?
sEH activator: 1; PostGolgi yeast: -26; sEH inh: 1; PostGolgi ctrl: 28; E coli WT exp: -9; PLAP activator: 0.9; S1P2 antag: -1; S1P2 ag: -8

Screening data: PubChem BioAssay, several laboratories
